IkB signaling = IkB pathway inhibition in ABC-DLBCL cells. Potency, µM (highest dose often 57.1 µM), for inactives: top-dose IkBa stabilization activation. ABC-DLBCL IkBa-CBG/CBR dual luciferase ratio, 4 h; response scale: scaled: untreated 0%, proteasome inhibitor 100%. hit rate 0.04% among 110,000; active means well fitted curve in the direction sought with a large enough effect in the signal ratio, not every such curve was filed as active; inconclusive means small, poorly fitted or top-dose-only effect, or a change in a side signal; the % refers to the signal ratio;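 further: the direction sought is a rising ratio; 0% = basal untreated cells and 100% = reference inhibitor full response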
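In this assay, an IκBα–CBG68 fusion accumulates when IKK-driven degradation is blocked; native CBR normalizes for cell number. OCI-Ly3 cells were treated 4 h with compound and doxycycline, then green and red light read after Chroma-Glo addition.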
p53ts 32C kill = cytotoxicity in p53ts cells at permissive temperature; H1299-p53A138V at 32C, ATP luminescence viability, 24 h; Potency, µM (series often up to 46.1 µM), inactives show at the highest dose activity change, negative = cytotoxicity, usual class: cytotoxic; hit rate 0.93% among 130,000; AID 924;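 further: 0% = DMSO and -100% = full killing by reference compound; nearly all actives have a fitted effect of over 55% in size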
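ATP-content luminescence (ATPlite) read-out after 24 h compound exposure at 32C in H1299-p53A138V cells (600/well). Tested up to 46 uM. Normalized to DMSO (0%) and 100 uM tamoxifen (100% killing); Hill-fit AC50.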
p53ts 39C kill = p53ts cell cytotoxicity, nonpermissive temperature; H1299-p53A138V viability at 39C, ATP luminescence, 24 h; AID 902; hit rate 1.5% among 130,000; Potency, µM (titrated, usually from 46.1 µM), inactives show top-dose activity change, negative = cell killing, most hits filed as cytotoxic; further: nearly all actives have a fitted effect of over 55% in size
Imprint erasure = induces erasure of genomic imprints in mouse ES cells | mouse ES Peg3-LacZ reporter, beta-gal luminescence, 40 h | Potency, µM (series often up to 60.7 µM), without a hit: top-dose activity change, positive = activation, actives largely listed as activators | hit rate 0.02% among 110,000 | AID 1948;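 further: 0% = negative control wells on the plate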
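Readout: BetaGlo luminescence (5 min, room temp) for LacZ from the normally silent maternal Peg3 allele in female Peg3LacZ-Neo ES cells. Cells 300/well, 40 h, 37C, 5% CO2. Data normalized per plate to negative controls.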
Active calls of the source: *; ? = inconclusive; nt = not tested or not shown; & = joins results of further samples; [ ] = another dose, or the depositor's remark. Unless noted, the call rests on the fitted dose curve; in most records, active means well fitted curve in the direction sought with a large enough effect; inconclusive means small, poorly fitted or top-dose-only effect, or another doubt; inactive means no such curve, though single readings can be large; an effect the other way counts as inactive or inconclusive. Unless noted, on the % scale 0 is the no-effect control and ±100 the full control effect; potency means the concentration at half of the fitted maximal effect.

mol	IkB signaling	p53ts 39C kill	Imprint erasure	p53ts 32C kill
COc1ccc2c(CNCCc3cccs3)c(C(=O)O)n(Cc3ccc(F)cc3Cl)c2c1	-0.6%	-3%	-15%[10.9 µM]	13%
Cc1ccc(CN(Cc2ccco2)C(=O)c2oc3cc(Br)ccc3c2C)cc1	-1.6%	-27%	-9%[10.9 µM]	7%
O=C(Nc1cccnc1)c1ccc(Cl)c(S(=O)(=O)N2CCCCCC2)c1	?	-23%	-21%	-15%
COc1cc(N)c(Cl)cc1C(=O)OCCN1CCCCC1	nt	14%	-11%	8%
CCOc1ccccc1NC(=O)N1CCC2(CC1)Oc1ccccc1C(=O)N2Cc1ccccc1F	?	-14%	-6%[10.9 µM]	11%
O=c1[nH]c(NCCCO)nc2c1C1(CCCC1)Cc1ccccc1-2	1.6%	-3%	-2%	12%
O=C(C1CCCCC1)N1CCN(S(=O)(=O)c2ccc(Cl)cc2)CC1	0.9%	2%	-8%	5%
COc1ccc(C(=O)Oc2cc3c4c(c2)C(C)=CC(C)(C)N4C(=O)C3=O)cc1OC	nt	-1%	nt	-6%
CCc1nnc2c(N3CCN(c4cc(Cl)ccc4C)CC3)nc3ccccc3n12	-1.9%	-6%	6%[10.9 µM]	8%
O=C1CS(=O)(=O)C2(C(=O)N(Cc3ccc(F)cc3)c3ccccc32)N1c1cccc(C(F)(F)F)c1 (stereo not drawn)	-3.1%	1%	9%[10.9 µM]	17%
COc1cc(C2c3c(-c4c(C)cc(C)cc4O)n[nH]c3C(=O)N2Cc2ccco2)cc(OC)c1OC (stereo not drawn)	-0.7%	-13%	-5%[10.9 µM]	1%
CC(C)CCOP(=O)(c1ccc(N(C)C)cc1)C(O)c1ccccn1 (stereo not drawn)	2.0%	6%	-1%	-8%
CC1=C(C(=O)Nc2ccccc2)C(c2cc(Br)ccc2F)n2ncc(C(=O)Nc3ccccc3)c2N1 (stereo not drawn)	?	-11%	9%[10.9 µM]	9%
O=C(CS(=O)(=O)Cc1ccccc1)Nc1nnc(C2CCCCC2)s1	3.3%	-3%	-8%	-1%
O=C(CCNS(=O)(=O)c1ccc2c(c1)CCCC(=O)N2)Nc1cccc(Cl)c1	?	4%	-2%[10.9 µM]	-4%
CN1CCc2nc(NC(=O)c3cccc(S(=O)(=O)N4CCc5ccccc54)c3)sc2C1	-1.6%	-19%	-24%	-19%
Cc1cc(=O)[nH]c2c1c(C)nn2C1CCCC1	-4.0%	-10%	-12%	8%
O=C(O)[C@@H](Br)[C@@H](Br)c1ccccc1[N+](=O)[O-]	0.2%[11.4 µM]	4%[9.22 µM]	-6%[10.9 µM]	7%[9.22 µM]
O=S(=O)(c1ccc(S(=O)(=O)N(Cc2ccco2)Cc2ccccc2Cl)cc1)N1CCCC1	1.6%	1%	-16%	1%
COC(=O)[C@H]1C[C@@H]1[C@H](NC(=O)c1cc(C)on1)c1ccccc1	nt	-3%	-2%	0%
Cn1cnnc1SCc1ccc(F)c2ccccc12	-1.3%	-13%	-7%	-2%
COc1cccc(-c2ncc3ccccn23)c1	nt	-26%	nt	-20%
CNC(=O)C1CCC(Cn2c(=O)c3sccc3n(Cc3ccc(F)cc3)c2=O)CC1 (stereo not drawn)	0.4%	-9%	-9%[10.9 µM]	0%
COc1ccc(S(=O)(=O)N2CCCN(S(=O)(=O)c3ccc(OC)cc3C)CC2)c(C)c1	1.0%	-13%	-15%	-3%
O=C1CCCC2=C1C(c1ccco1)Nc1ccc(C(=O)c3ccccc3)cc1N2 (stereo not drawn)	?	-9%	5%	-5%
Cc1nc(NC2CCCCC2)c2nc(-c3ccccc3)n(CCCN(C)C)c2n1	nt	-5%	-10%	-6%
Cc1noc(C)c1C(=O)N1CCC[C@@]2(CCN(C(=O)Nc3ccccc3)C2)C1	0.2%[11.4 µM]	0%	nt	7%
CN(C)C(=O)c1ccc(-c2cncnc2N2CCNCC2)cc1	0.4%[11.4 µM]	3%	8%	1%
CC1=C(C(=O)Nc2ccc(Cl)cc2)C(c2ccccc2F)n2nc(SCc3cccc(Cl)c3)nc2N1 (stereo not drawn)	2.7%	5%	-12%[10.9 µM]	1%
COc1ccccc1CNC(=O)CS(=O)Cc1nc(-c2ccc(OC)c(OC)c2)oc1C (stereo not drawn)	0.1%	-19%	3%[10.9 µM]	2%
CCOC(=O)c1[nH]c2ccc(OC)cc2c1NC(=O)C(C)N1CCSCC1 (stereo not drawn)	-0.1%	4%	-9%	1%
O=C(Nc1cccc(F)c1)c1ccc(S(=O)(=O)NCC2CCCO2)cc1 (stereo not drawn)	1.9%	-16%	-14%	-8%
CCOC(=O)c1cc2c(=O)n3ccccc3nc2n(CC2CCCO2)c1=NC(=O)c1cccc(C(F)(F)F)c1 (stereo not drawn)	5.9%	23%	-7%[10.9 µM]	-5%
COc1ccc(CC(=O)NCc2nnc(SCC(=O)Nc3nccs3)n2-c2ccccc2)cc1	-2.4%	4%	-8%	-5%
COc1ccccc1N1CC(O)=C(c2nc3ccccc3c(=O)[nH]2)C1=N	?	-3%	-17%	1%
COc1ccc(Br)cc1/C=N/n1c(C)nnc1C	nt	-28%	nt	-1%
COC(=O)[C@@H](NC(=O)Nc1ccc(OC(F)(F)F)cc1)C(C)C	-2.2%	13%	-7%	0%
CSc1ccc(-c2nc3cccc(C)n3c2Nc2ccc(Cl)cc2)cc1	4.6%	-16%	-4%[10.9 µM]	-1%
Cc1ccc(NC(=O)CSc2nnc(-c3ccccc3C)o2)cc1C	3.4%	-4%	-20%	-4%
CCCn1c(SCC(=O)N2CCCc3ccccc32)nnc1-c1ccccn1	0.7%	14%	-9%	6%
Cc1nc2cnc(OCc3ccccc3)nc2n(CCc2ccccc2)c1=O	1.1%[11.4 µM]	-13%	-10%	7%
O=C1NC(c2ccccc2Cl)Nc2ccccc21 (stereo not drawn)	-1.0%	-2%	nt	-1%
COC(=O)Cc1c(C)c2c(OCc3nn[nH]n3)cc(C)cc2oc1=O	1.3%	-3%	-3%	-10%
CCOc1ccc(C2c3c(oc4ccccc4c3=O)C(=O)N2c2ccccn2)cc1OC (stereo not drawn)	-0.6%	-12%	0%	-6%
Cc1ccc(-n2ncc(C(=O)NC3CCCC3)c2C2CCN(C(=O)OC(C)(C)C)CC2)c(C)c1	?	0%	-4%[10.9 µM]	5%
CCCCn1c(=N)n(CCCOc2ccc(F)cc2)c2ccccc21	?	10µM*	-25%[10.9 µM]	?
CCOC(=O)CSc1nnc(C)n1N	-1.1%	-3%	-11%	3%
O=S(=O)(c1ccc2c(c1)OCCCO2)N1CCNCC1	0.1%	-7%	-1%	-11%
COc1ncc2nc(-c3cccs3)c(=O)n(-c3ccccc3)c2n1	-2.9%[11.4 µM]	0%	nt	-2%
CCOC(=O)CSc1nc(N)c(C#N)c(CC(C)C)c1C#N	-1.1%	0%	2%	-2%
CCN(CCCNS(=O)(=O)c1ccc2c(c1)oc(=O)n2C)c1cccc(C)c1	4.1%	7%	-22%	3%
Cc1nn(-c2ccccc2)c(-n2cccc2)c1C(=O)NCc1ccccc1Cl	?	?	-8%[10.9 µM]	-3%
Cc1ccccc1C(NC(N)=O)c1ccccc1 (stereo not drawn)	-1.6%	4%	-11%	8%
N#CC(c1nc2ccccc2nc1N1CCCC1)S(=O)(=O)c1cccs1 (stereo not drawn)	3.8%	9%	-8%	7%
O=C(O)c1cccc(COc2ccc(CO)cc2Cl)c1	?	4µM*	-93%[inhibitor]	5µM*
O=C(OCCN1CCOCC1)C1(c2ccccc2)CCCCC1	0.1%&-0.4%	4%&13%	-5%&-12%	0%&13%
COc1ccc(CCN2C(=O)N(c3ccccc3)C(=O)C2CC(=O)Nc2ccccc2)cc1 (stereo not drawn)	?	-9%	?	-4%
Nc1nc(SCc2ccc3c(c2)OCO3)n[nH]1	1.7%	-4%	-5%	-11%
CCOC(=O)c1cc2c(=O)n3ccccc3nc2n(Cc2ccco2)c1=NC(=O)c1c(F)cccc1Cl	10%	-17%	12%[10.9 µM]	3%
Cc1ccc(-c2nc(CS(=O)(=O)CC(=O)NC(C)CCc3ccccc3)c(C)o2)cc1 (stereo not drawn)	?	-22%	-6%[10.9 µM]	-4%

Complete entries, quoted from the list:
CCCCn1c(=N)n(CCCOc2ccc(F)cc2)c2ccccc21 reads IkB signaling: ?; p53ts 39C kill: 10µM*; Imprint erasure: -25%[10.9 µM]; p53ts 32C kill: ?
O=C(OCCN1CCOCC1)C1(c2ccccc2)CCCCC1 reads IkB signaling: 0.1%&-0.4%; p53ts 39C kill: 4%&13%; Imprint erasure: -5%&-12%; p53ts 32C kill: 0%&13%
O=C1NC(c2ccccc2Cl)Nc2ccccc21 (stereo not drawn) reads IkB signaling: -1.0%; p53ts 39C kill: -2%; Imprint erasure: nt; p53ts 32C kill: -1%

(list continues)
mol	IkB signaling	p53ts 39C kill	Imprint erasure	p53ts 32C kill
COc1ccc(OC)c(NC(=O)C(C)n2nc(C)c3c(C)n(-c4ccccc4)nc3c2=O)c1 (stereo not drawn)	?	-14%	-7%[10.9 µM]	-1%
COc1cccc(NC(=O)C(Cc2ccccc2)NS(=O)(=O)c2ccc3c(c2)oc(=O)n3C)c1 (stereo not drawn)	?	-17%	-5%[10.9 µM]	13%
CCCCN(CC)CCCNC(=O)Cn1ncc2c3ccccc3n(Cc3ccc(F)cc3)c2c1=O	?	-10%	-16%[10.9 µM]	-3%
CCN1CCN(c2nc3c(c(=O)n(C)c(=O)n3C)n2CCSc2nccc(C)n2)CC1	-1.4%	10%	-4%	-10%
O=C(O)CCn1[nH]c(=O)ccc1=O	-0.1%	-4%	17%	-6%
CC1=NCCN1S(=O)(=O)c1ccc(Br)c(C)c1	1.7%	7%	-13%	18%
CCC(=O)Nc1nc2c(OC)ccc(OC)c2s1	?	-4%	-12%	-1%
CC1CCCCC1NC(=O)c1ccc2c(c1)[nH]c(=O)n2C1CCCC1 (stereo not drawn)	2.0%	-6%	-5%	9%
O=C(CSc1nnc(CNc2ccccc2)o1)c1ccc2c(c1)OCCO2	14%	0%	nt	-6%
CCOC(=O)c1cc(-c2ccc(N)cc2)sc1N	-0.7%	-18%	-10%	-17%
CC(C)Oc1ccc(CNC(=O)Nc2ccc3c(c2)N(C)C(=O)c2ccccc2S3)cc1	0.5%	-28%	-6%[10.9 µM]	-9%
CCOc1ccc(-c2cc3c(=O)n(CC(=O)Nc4c(C)cccc4C)ccn3n2)cc1	1.5%	-8%	-12%[10.9 µM]	-3%
Cc1ccc(Nc2nc3nonc3[nH]c2=O)cc1	?	?	-81%[inhibitor]	?
Cc1oc(-c2ccc(C(=O)NCc3ccccc3Cl)cc2)nc1CN1CCc2ccccc21	-1.7%	-17%	-14%[10.9 µM]	2%
O=C(c1ccco1)N1CCN(C(c2ccc(Cl)cc2)c2nnnn2Cc2ccccc2)CC1 (stereo not drawn)	nt	-5%	nt	11%
CC(NS(C)(=O)=O)C(c1cccs1)N1CCN(c2ccccc2)CC1 (stereo not drawn)	-0.1%	1%	-5%	3%
CC1(C)CC(=O)C(C=NCCN2CCN(C(=O)c3ccc(Br)cc3)CC2)=C(O)C1	nt	-2%	nt	3%
CCn1ncc(Br)c1C(=O)Nc1ccc(F)cc1F	0.5%	2%	-15%	15%

From PubChem BioAssay

No enrichment for hits (roughly 1.7% active in at least one column).
